Rad51 HR inh = human RAD51 strand exchange inhibitors, primary screen, biochemical, fluorescence. hRad51 DNA strand exchange, fluorescence dequenching. inhibition, % at 10 µM. 200,000 tested, 0.085% active. DNA repair protein RAD51 homolog 1 (Homo sapiens), Q06609;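 active = inhibition above 40% at the single screening dose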;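 also: 0% = DMSO control wells and 100% = blanks with heterologous ssDNA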
Target sequence (Q06609 whole entry, looked up): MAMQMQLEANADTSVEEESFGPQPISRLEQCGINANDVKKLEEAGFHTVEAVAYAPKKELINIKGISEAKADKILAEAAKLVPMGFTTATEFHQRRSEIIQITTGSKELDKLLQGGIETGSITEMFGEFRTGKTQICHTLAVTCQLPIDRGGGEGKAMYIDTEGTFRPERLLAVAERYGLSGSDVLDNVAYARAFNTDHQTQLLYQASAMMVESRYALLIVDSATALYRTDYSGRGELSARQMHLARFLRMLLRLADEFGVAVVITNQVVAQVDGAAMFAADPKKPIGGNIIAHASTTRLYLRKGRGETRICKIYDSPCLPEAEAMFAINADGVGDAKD
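material = hRad51 filaments on single-stranded DNA | timing = filaments 15 min 37 °C, then compound 30 min | signal = FRET fluorescence dequenching, excitation 485 nm, emission 520 nm | benchmarks = control wells and blank wells on each plate | evaluation = percent inhibition relative to plate controls and blanks | compound = 10 µM final, single point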
Calpain2 inh = inhibitors of pig calpain II, primary screen, biochemical, fluorogenic peptide substrate, 1536-well; 220,000 tested, 0.37% active; inhibition, % at 16 µM; AID 1236, 2008; purified calpain II, 30 min;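 active = inhibition above about 50%, limit read from the data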
Furin inh = human furin inhibitors, primary screen, biochemical, fluorescence intensity. 220,000 tested, 0.061% active. inhibition, % at 30 µM. P09958. AID 463115, 2010. purified furin, fluorogenic substrate cleavage; in the data active = inhibition above about 25%; also: inactives centre near -15
KLK5 inh = human KLK5 protease inhibitors, primary screen, biochemical, 1536-well; Kallikrein-5 (Homo sapiens), Q9Y337; recombinant hK5, fluorogenic AMC substrate cleavage; inhibition, % at 5 µM; 210,000 tested, 0.59% active; AID 873, 2007;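 active = inhibition of 40% or more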;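 also: 0% = enzyme controls without compound and 100% = no-enzyme blanks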
FXIIa inh = human FXIIa protease inhibitors, primary screen, biochemical, 1536-well; purified FXIIa, Boc-QGR-AMC fluorogenic substrate, 2 h; 220,000 tested, 0.3% active; inhibition, % at 5 µM; in the data active = inhibition above about 40%;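 also: 0% = enzyme with no compound and 100% = blank without enzyme; many of its hits are not listed in these tables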
Target sequence (P00748 20-372 limits assumed): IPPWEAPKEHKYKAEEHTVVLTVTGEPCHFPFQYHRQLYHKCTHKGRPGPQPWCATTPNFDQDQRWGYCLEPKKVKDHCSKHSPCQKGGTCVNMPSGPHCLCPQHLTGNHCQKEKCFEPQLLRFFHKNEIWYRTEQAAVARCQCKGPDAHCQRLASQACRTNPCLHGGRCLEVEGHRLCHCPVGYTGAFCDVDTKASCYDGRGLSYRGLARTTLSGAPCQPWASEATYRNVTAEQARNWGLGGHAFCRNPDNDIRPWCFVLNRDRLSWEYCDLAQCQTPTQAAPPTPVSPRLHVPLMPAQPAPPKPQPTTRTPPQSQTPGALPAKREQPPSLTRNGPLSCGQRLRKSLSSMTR
Target sequence (P00748 373-615 limits assumed): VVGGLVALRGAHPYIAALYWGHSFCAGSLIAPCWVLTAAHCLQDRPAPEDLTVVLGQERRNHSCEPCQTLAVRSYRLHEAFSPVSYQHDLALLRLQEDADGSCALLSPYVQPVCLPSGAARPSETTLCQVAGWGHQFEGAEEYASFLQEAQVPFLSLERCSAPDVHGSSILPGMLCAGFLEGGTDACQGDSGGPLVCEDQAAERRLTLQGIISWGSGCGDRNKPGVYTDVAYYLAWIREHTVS
PERK inh = block of dimerizer-induced PERK translation repression, primary screen, PERK inhibitor project, CHO PERK-DD cells, SEAP luminescence, HTS. Eukaryotic translation initiation factor 2-alpha kinase 3 (Homo sapiens), Q9NZJ5. CHO PERK-DD fusion, SEAP luminescence translation reporter. inhibition, % at 5.6 µM. 220,000 tested, 0.17% active. AID 1416, 2008;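 active = inhibition above the mean inhibition of all tested compounds plus 3 SD, set separately per screening campaign, cut at about 2.9% in these data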;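 also: PERK kinase domain activated by AP20187 dimerizer at 100 nM; 0% = DMSO with dimerizer and 100% = rapamycin at 8.4 µM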
thrombin 1536 = human alpha-thrombin inhibitors, primary screen, counter-screen for coagulation protease inhibitor project, biochemical, 1536-well, fluorogenic AMC substrate. AID 1046, 2008. Boc-VPR-AMC fluorogenic substrate cleavage. inhibition, % at 5 µM. Prothrombin (Homo sapiens), P00734. 220,000 tested, 0.26% active;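 active = inhibition at or above 40%; inactive = inhibition below 40%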;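 also: 0% = enzyme with no compound and 100% = wells without enzyme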
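Test system: human alpha-thrombin; medium: pH 7.5 Tris-saline with Tween 20; times: reaction at room temperature; signal: AMC fluorescence at 355 nm excitation and 460 nm emission; also added: Boc-VPR-AMC substrate, 15 µM final; dosing: one concentration per compound, 5 µM, with 0.2% DMSO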
Cl transport mod = KCC2 cotransporter modulators, thallium flux, primary screen, cell-based, HEK293 KCC2, FluoZin-2 fluorescence, MLSMR; AID 1456, 2008; KCC2 cells, thallium flux FluoZin-2 fluorescence; B-score of Tl+ flux slope (higher = more flux/activation; lower = inhibition) at 10 µM; 190,000 tested, 2.2% active;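 active = thallium flux slope and its plate-corrected score both differing from the plate sample mean at a set confidence after two filtering rounds, in either direction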;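 also: slope of fluorescence scaled to starting intensity during 10 to 20 s after thallium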
FXIa inh 1536 = human FXIa protease inhibitors, primary screen, biochemical, 1536-well; Coagulation factor XI (Homo sapiens), P03951; purified FXIa, Boc-Glu-Ala-Arg-AMC fluorogenic substrate; inhibition, % at 5 µM; 220,000 tested, 0.14% active; AID 798, 2007;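 active = inhibition of at least 40%; inactive = inhibition below 40%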;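 also: fluorescence of freed AMC excited at 355 nm; 0% = enzyme without compound and 100% = no enzyme blank; many of its hits are not listed in these tables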
* = called active by the depositor; nt = no result given; & = joins results of further samples; [ ] = remark or other dose. An excerpt. The share of hits here may be higher or lower than overall.

Below each SMILES – thrombin 1536 | FXIa inh 1536 | PERK inh | Rad51 HR inh | KLK5 inh | Furin inh | FXIIa inh | Cl transport mod | Calpain2 inh
O=C(Cn1nnc(-c2cccs2)n1)NNC(=O)c1ccccc1Cl
    -6 | -5 | -0.8 | -18 | -7 | -19 | 2 | -0.0049 | -8
Clc1cccc(Oc2ncccn2)c1
    -4 | -4 | 1.0 | -8 | -21 | 8 | 4 | 1.4 | 15
Cc1ccccc1CN(c1ccc(C(=O)Nc2cccnc2)cc1)S(C)(=O)=O
    2 | 2 | -1.0 | 3 | -9 | -18[20 µM] | 6 | -0.34 | -4
COc1cc(NC(=O)COc2c(C)cc(C)cc2[N+](=O)[O-])c(OC)cc1Cl
    -7 | -4 | -0.1 | 0 | -24 | -19 | -1 | 0.17 | -2
Cc1ccc(C2(C)NC(=O)N(CC(=O)Nc3cccnc3Cl)C2=O)cc1 (stereo unspecified)
    -7 | -3 | -0.3 | -19 | 0 | -8 | 4 | -0.62 | 0
COc1ccc(-c2cc3nc4c(c(=O)n3[nH]2)CCC4)cc1
    -2 | -1 | -0.1 | 5 | -27 | -11[20 µM] | 10 | -0.0084 | -195
N/C(=N\OC(=O)c1ccccc1Cl)c1cccnc1
    0 | 9 | 0.8 | -1 | -3 | -11[20 µM] | 17 | 0.0046 | 23
COc1ccc(-c2nc(/C=C3\C(C)=Nc4ccccc43)c(O)o2)cc1
    0 | 1 | 0.8 | -10 | 6 | -21 | 7 | 0.85 | -33
COc1ccc(C(=O)OCC(=O)NCC2CCCO2)cc1[N+](=O)[O-] (stereo unspecified)
    2 | 1 | -0.4 | -38 | 5 | -25 | 10 | 0.44 | 2
Cc1ccc(-c2nnn(CC(=O)N(c3ccc4c(c3)OCCO4)C(C(=O)NCC3CCCO3)c3ccc(F)cc3)n2)o1 (stereo unspecified)
    -25 | -10 | -0.1 | 11 | -6 | -16 | 2 | -0.2 | -14
Cc1cc(C(=O)OCC(=O)Nc2nnc(C(C)C)s2)c2ccccc2n1
    -6 | -3 | 1.2 | nt | -3 | -5 | -2 | -1.2 | 10
Cc1[nH]c2ccc(-c3n[nH]c(=S)n3-c3ccc(Br)cc3)cc2c1C
    9 | -4 | 0.0 | 9 | -3 | -26 | 4 | 0.093 | -42
Cc1ccc(C(=O)CSc2nnc3c4ccccc4nc(C(C)(C)C)n23)cc1
    1 | 1 | 0.4 | -4 | 0 | -11 | 10 | 16* | -15
C[n+]1cccc(C2C(C#N)=C(N)Oc3c2ccc2ccccc32)c1 (stereo unspecified)
    -7 | 3 | 2.1 | nt | 3 | -11 | 8 | 0.86 | -5
O=C(O)/C(=C\c1cn(-c2ccccc2)nc1-c1cccnc1)NC(=O)c1ccccc1
    0 | 3 | -0.1 | 11 | 1 | -17 | 12 | -0.075 | -14
COc1cc(/C=N/Nc2nc(-c3ccc(S(=O)(=O)N(C)C)cc3)cs2)ccc1O
    -3 | 1 | -1.7 | 12 | 3 | -14 | 10 | 0.31 | -26
Cc1cc(Nc2ccccc2)c2c([N+](=O)[O-])c(C)cc(C)c2n1
    -4 | -7 | 0.1 | 6 | 2 | -18[20 µM] | 2 | nt | -5
O=C1CC(C(=O)N(c2ccccc2)C(C(=O)NC2CCCC2)c2ccncc2)CS1 (stereo unspecified)
    1 | -2 | -0.2 | 4 | -7 | -17 | 5 | 0.083 | -27
CCn1c(=NC(=O)c2ccc(N3C(=O)CCC3=O)cc2)sc2c(OC)ccc(OC)c21
    -3 | 5 | -0.1 | 1 | -28 | -22 | 11 | nt | -144
Clc1ccc(-c2csc(N/N=C/c3ccc4c(c3)OCO4)n2)cc1
    -3 | -5 | 0.0 | -6 | 21 | -5 | -4 | 1.6 | 29
COCC1CCN(C(=O)c2cc(COc3ccc4ncccc4c3)on2)CC1
    0 | 0 | 0.6 | -12 | nt | -26 | 13 | nt | -23
CCSC1(SCC)N=C(N)C2(C#N)C(c3ccccc3)NC3=C(CCC3)C12C#N (stereo unspecified)
    -5 | -2 | 0.8 | -1 | -5 | -6 | 4 | -0.52 | -1
COc1ccc(C(=O)n2c(C)c(CCO)c(=O)n2C)cc1
    3 | 0 | 0.9 | -13 | 3 | -7 | 13 | -0.85 | -21
Cc1ccc(N(Cc2ccccc2F)S(C)(=O)=O)c(C)c1
    -5 | -3 | 0.2 | nt | nt | -9 | 4 | 0.4 | 2
CSc1nnc(Nc2ccccc2C)s1
    4 | 4 | -0.5 | -1 | -5 | -10[20 µM] | 22 | 0.24 | 20
CCC(C(=O)NC1CCCC1)N(C(=O)Cn1nnc(-c2ccc(C)cc2)n1)C1CCCC1 (stereo unspecified)
    5 | 12 | -1.1 | 1 | 3 | -15[20 µM] | 20 | -1.1 | 26
CCN(CC)S(=O)(=O)c1ccc(/C=C/C(=O)OCC(=O)N(C(C)C)C(C)C)cc1
    -4 | -1 | 1.5 | 1 | 1 | -20 | 10 | 0.0016 | -8
Cc1ccccc1OCC(=O)Nc1nnc(-c2ccco2)s1
    -5 | 3 | 1.2 | -7 | 6 | -22 | 4 | 0.26 | -20
CCN(CC)c1ccc(/C=N/Nc2nc(C)cc(C)n2)c(O)c1
    -6 | -4 | -0.6 | -20 | -43 | 4 | 3 | -0.68 | 30
O=C(CCNC(=O)c1ccccc1Cl)Nc1ccc(Br)c(C(F)(F)F)c1
    -7 | 9 | 0.3 | -17 | -9 | -10 | 14 | -0.89 | 18
CC(C)NC(=O)COC(=O)c1ccccc1Oc1ccccc1
    -2 | -1 | -0.4 | nt | -4 | -3[20 µM] | 1 | 0.42 | -49
CCc1c(C)sc(NC(=O)OC)c1C(=O)N1CCOCC1
    -3 | -4 | -0.1 | 3 | -25 | -15 | 6 | 0.024 | -10
CCc1nnc(NC(=O)CSc2nc(C)cc(C)c2C#N)s1
    -2 | -6 | 0.2 | 27 | -7 | -15 | 3 | 0.15 | -37
CCOC(=O)c1ccccc1NC(=O)c1cccnc1
    -1 | -1 | 0.9 | 1 | -4 | -20[20 µM] | 3 | -0.085 | -10
CCCC1C2C(=O)N(c3ccccc3OC)C(=O)C2ON1c1ccccc1 (stereo unspecified)
    -8 | -8 | 0.0 | 9 | -1 | -18 | 6 | 0.052 | -5
CC1CCCCN1S(=O)(=O)c1ccc(NC(=O)c2cccs2)cc1 (stereo unspecified)
    8 | 0 | -2.2 | 3 | -5 | -12[20 µM] | 8 | nt | 33
CCN(CC)CCNC(=O)c1ccc(NC(C)=O)cc1
    -1 | 7&0 | 1.3 | 1&0 | -2&-1 | -12&-11 | 9&5 | 0.86&0.28 | -9&10
CC1CCN(CCCOc2ccc(Cl)cc2Br)CC1
    8 | -7 | -0.2 | -12 | -3 | -28 | 1 | 0.056 | -24
CCn1cc(S(=O)(=O)N2CCN(Cc3ccc(F)cc3)CC2)cn1
    0 | -3 | 1.6 | -9 | -7 | -17 | 7 | -1 | 0
Cc1c2ccccc2nc2c(F)c(N(C)C)c(F)c(F)c12
    -2 | 5 | -0.3 | -42 | -12 | -22 | 3 | -0.36 | -4
CC(C)CCNC(=O)c1ccc2c(c1)ncn2C1CCCCC1
    1 | 6 | 0.0 | -5 | 6 | -12[20 µM] | 14 | 0.0038 | -8
CCOCCCNS(=O)(=O)c1ccccc1
    -3 | 7 | 1.3 | 4 | -8 | -8[20 µM] | 15 | 1.4 | 4
CCCOc1ccc(N2C(=O)CC(N(CCc3ccc(OC)cc3)C(=O)/C=C/C(=O)O)C2=O)cc1 (stereo unspecified)
    -10 | -7 | 0.7 | 1 | -5 | -15 | -2 | -3.1 | -17
O=C(OCCNc1nc(-c2ccccc2)nc2ccccc12)c1cccnc1
    -6 | -2 | -0.7 | 0 | 15 | -15 | 6 | -1.1 | -1
COc1cc2c(cc1NC(=S)NC(=O)/C=C/c1ccc(OC)c(OC)c1)oc1ccccc12
    -12 | 6 | 0.9 | 0 | -21 | -5 | 2 | -0.0092 | 29
CCc1ccccc1NC(=O)CN(C)C(=O)CSc1nn(-c2ccc(F)cc2)c(=S)s1
    17 | -14 | 0.2 | -2 | -7 | -11 | -11 | -0.33 | 31
Cc1c(NC(=O)CSc2nc3c(cnn3-c3ccccc3)c(=O)[nH]2)c(=O)n(-c2ccccc2)n1C
    -2 | -3 | 0.4 | nt | -9 | -22 | 4 | 0.61 | -2
O=C(O)/C=C/C(=O)NCc1csc2ccccc12
    -8 | -2 | -0.1 | -18 | 10 | -14 | -2 | -1.5 | 14
Cc1ccc2oc(C(=O)NCc3ccc4c(c3)OCO4)c(C)c2c1
    -3 | 3 | 0.1 | 5 | -3 | -13[20 µM] | 14 | 0.89 | 8
CC1=CC(C)(C)NC(=S)N1c1ccc(C)c(C)c1
    -12 | -2 | 0.4 | -24 | 5 | -23 | 3 | 0.34 | 9
CC(C)(C)c1ccc(C(=O)NCC(=O)OCC(=O)Nc2nc(-c3ccc(F)cc3)cs2)cc1
    -4 | 7 | 1.3 | -2 | -6 | -11 | 5 | 0.68 | -1
O=C(c1cccs1)N(c1ccc(Br)cc1)C1C=CS(=O)(=O)C1 (stereo unspecified)
    13 | -2 | 0.0 | -2 | 3 | -8 | 7 | -1.8 | 25
CC(Oc1ccccc1)C(=O)N1CCN=C1SCc1ccc(F)cc1 (stereo unspecified)
    -8 | -3 | -1.2 | 12 | -2 | -9 | 7 | 0.021 | -7
O=C(NC(=S)NCc1ccc(F)cc1)c1ccccc1
    -3 | -9 | -0.4 | nt | -13 | -19 | 2 | 48* | 29
O=C(Nc1ccc2oc(=O)ccc2c1)c1ccc(-c2cccc([N+](=O)[O-])c2)o1
    1 | 11 | 0.5 | -8 | 1 | -9 | 6 | -1.9 | 21
CCCNC(=O)c1nc2ncc(Br)cn2n1
    -14 | -6 | -0.1 | 7 | -19 | -21 | -1 | nt | -43
CCCOc1ccc(OCCNC2CCCC2)cc1
    23 | 38 | -0.1 | 4 | 74* | -17[20 µM] | 9 | -0.042 | 18

Sorted by the number under Calpain2 inh (high to low): three of the compounds above.
| compound | Calpain2 inh |
| --- | --- |
| O=C(CCNC(=O)c1ccccc1Cl)Nc1ccc(Br)c(C(F)(F)F)c1 | 18 |
| Cc1cc(C(=O)OCC(=O)Nc2nnc(C(C)C)s2)c2ccccc2n1 | 10 |
| COc1ccc(C(=O)OCC(=O)NCC2CCCO2)cc1[N+](=O)[O-] (stereo unspecified) | 2 |

Source: PubChem (several laboratories)
